# VLA-4 inh – inhibition in a human VLA-4 binding assay; P13612; VLA-4 expressing cells, ligand binding flow cytometry; inhibition, % (about 7 µM as worked out from the volumes in the protocol); 330,000 tested, 0.2% active; AID 2557; in the data active means inhibition above about 50%
# GLD-1 TGE inh – GLD-1-TGE RNA interaction inhibition (C. elegans); Q17339; purified GLD-1 + fluorescein TGE RNA, fluorescence polarization; inhibition, % at 5.96 µM; 320,000 tested, 0.44% active;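 active means percent inhibition above a per-plate cutoff, the plate mean of test compounds plus 3 SD, cut at about 30% in these data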;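 further: 0% = DMSO wells with GLD-1 and probe and 100% = wells lacking GLD-1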
# Target sequence (Q17339 whole entry, looked up): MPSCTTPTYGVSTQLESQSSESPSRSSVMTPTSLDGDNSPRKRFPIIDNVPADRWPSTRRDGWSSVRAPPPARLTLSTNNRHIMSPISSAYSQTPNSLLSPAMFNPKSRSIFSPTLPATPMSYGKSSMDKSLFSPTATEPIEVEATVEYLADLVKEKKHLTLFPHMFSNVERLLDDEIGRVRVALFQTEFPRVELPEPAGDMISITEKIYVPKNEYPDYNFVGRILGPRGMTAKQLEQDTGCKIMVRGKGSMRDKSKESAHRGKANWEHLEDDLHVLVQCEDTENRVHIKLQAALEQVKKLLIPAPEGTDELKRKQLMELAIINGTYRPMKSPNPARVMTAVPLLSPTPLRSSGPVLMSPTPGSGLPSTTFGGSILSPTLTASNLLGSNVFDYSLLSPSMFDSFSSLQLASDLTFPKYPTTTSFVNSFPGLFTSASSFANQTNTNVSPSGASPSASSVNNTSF
# Efflux pump mplx – inhibitors of Candida antifungal efflux pumps expressed in yeast | S. cerevisiae Candida pump triplex, Nile Red efflux | inhibition, % at 10 µM | 330,000 tested, 0.44% active | AID 485275;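 active means plate passing quality check with inhibition over a set limit, or well fluorescence over plate mean plus 4 SD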;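 further: Nile Red retained in pooled yeast measured as flow cytometry median fluorescence; 0% = buffer negative control and 100% = Enniatin B positive control; higher means more Nile Red kept so more efflux inhibition; some compounds called inactive have numbers as strong as hits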
# MEX-5 binding – C. elegans MEX-5 TCR-2 RNA binding activity. Q9XUB2. MEX-5/FITC-TCR2 RNA binding, fluorescence polarization; hits give low values. activity score (negative = inhibition of binding), % at 10 µM. 300,000 tested, 0.38% active;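 active means inhibition past about -25% in most replicates, and total fluorescence under double the plate's negative control median, limit read from the data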;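 further: 0% = DMSO and -100% = 5 µM competing unlabeled TCR2 RNA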
# GRK2 inh – inhibitors of human GRK2 displacing RNA aptamer; P25098; bead flow cytometry, FAM-aptamer displacement from GRK2; inhibition of aptamer binding, % at 10 µM; 330,000 tested, 0.59% active;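 active means inhibition of aptamer binding above 40%, roughly 3 SD of noise, on plates passing a quality check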;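 further: median bead fluorescence of bound FAM aptamer so fluorescent compounds give negative values; no value below 0 was filed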
# BCLXL inh – blocks human Bcl-xL binding to Bim BH3 peptide; GST-Bcl-xL / FITC-Bim BH3 peptide fluorescence polarization; inhibition, % at 10.9 µM; 320,000 tested, 0.7% active; AID 2129;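 active means inhibition above the mean of all tested compounds plus 3 SD, cutoff set per campaign, cut at about 30% in these data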;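 further: 0% = DMSO wells and 100% = unlabeled Bim-BH3 peptide competitor; inhibitors lower millipolarization by displacing the labeled peptide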
# Fam108B counter – Fam108B inhibition, counter-screen for RBBP9 inhibitors; AID 1947; 300,000 tested, 0.33% active; inhibition, % at 9.51 µM; recombinant Fam108B, FP-Rh probe fluorescence polarization;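 active means inhibition above the screen mean inhibition plus 3 SD, computed separately per campaign, cut at about 18% in these data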;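 further: inhibitors lower polarization as less probe binds the enzyme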
# MCL1-BIM inh – disrupts human MCL1 binding to BIM-BH3 peptide; Q07820; inhibition, % at 10.9 µM; GST-MCL1 / FITC-Bim-BH3 fluorescence polarization; 320,000 tested, 0.68% active; AID 2057;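 active means inhibition above the mean inhibition of all tested compounds plus 3 SD, set per campaign, cut at about 40% in these data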;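 further: 0% = DMSO wells and 100% = unlabeled Bim-BH3 peptide control; higher means more loss of mP so more displacement of Bim peptide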
# PME-1 inh – blocks human protein phosphatase methylesterase 1. inhibition, % at 5.9 µM. AID 2130. 320,000 tested, 0.53% active. Q9Y570. recombinant PME-1, FP-Rh probe fluorescence polarization;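 active means inhibition above the campaign mean of all compounds plus 3 SD, cut at about 26% in these data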;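 further: competitive labeling of PME-1 active site by serine hydrolase directed probe; 0% = PME-1 with DMSO and 100% = wells lacking PME-1 enzyme; inhibitors block probe labeling so polarization falls and inhibition rises; many of its hits are not listed in these tables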
# Target sequence (Q9Y570 whole entry, looked up): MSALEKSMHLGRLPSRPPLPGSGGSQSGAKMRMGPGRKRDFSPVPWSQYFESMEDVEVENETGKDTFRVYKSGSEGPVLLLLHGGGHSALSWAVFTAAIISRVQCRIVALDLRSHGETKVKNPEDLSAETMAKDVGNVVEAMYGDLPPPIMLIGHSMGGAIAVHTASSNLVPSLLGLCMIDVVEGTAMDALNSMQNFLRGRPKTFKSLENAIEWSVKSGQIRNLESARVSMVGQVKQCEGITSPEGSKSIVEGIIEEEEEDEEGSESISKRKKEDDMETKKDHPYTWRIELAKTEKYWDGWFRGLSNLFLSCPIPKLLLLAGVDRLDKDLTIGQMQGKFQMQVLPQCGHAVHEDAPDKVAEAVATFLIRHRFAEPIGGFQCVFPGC
# Numbers without * were called inactive; nt = no result given. An excerpt, so the mix of outcomes need not match the whole.
SMILES,VLA-4 inh,GLD-1 TGE inh,Efflux pump mplx,MEX-5 binding,GRK2 inh,BCLXL inh,Fam108B counter,MCL1-BIM inh,PME-1 inh
C/C(CC(=O)Nc1cc(C)cc(C)c1)=N\NC(=O)c1ccccn1,-3,2,0.3,-0.6,0,-1,2,-7,3
O=C(NNC(=O)c1ccccc1Cl)c1ccco1,9,1,-0.1,-1.1,nt,3,2,-4,0
CN(C)S(=O)(=O)c1cccc(NC(=O)CCc2c[nH]c3ccccc23)c1,8,9,0.0,-0.4,0,3,-3,0,7
CS(=O)(=O)N1CCN(c2ccc(C(=O)NC3C4CC5CC(C4)CC3C5)cc2[N+](=O)[O-])CC1 (stereo not drawn),12,10,0.2,-0.6,0,0,-2,-3,2
O=C(CN1C(=O)CSC1=O)Nc1ccc2c(c1)OCCO2,-10,-2,-0.2,-0.7,0,6,2,1,0
Cc1onc(-c2c(F)cccc2Cl)c1C(=O)NC(=S)NCc1cccnc1,13,2,-0.1,-6.3,3,11,1,17,2
C/C(CCN1CCCCc2nc(C)c(C)cc21)=N\O[C@@H](C)CN1CCCCc2nc(C)c(C)cc21,25,5,0.1,-0.4,0,10,3,13,3
c1ccc(CN2C3=NCCN3c3ccccc32)cc1,-1,5,-0.1,-2.1,1,0,-2,-2,0
COc1ccc(NC(=O)N2CC(C)OC(C)C2)cc1OC (stereo not drawn),4,-1,-0.1,-0.3,0,0,2,4,-1
COC(=O)c1cn(NC(=O)c2cc(OC)cc(OC)c2)c(=O)c2ccccc12,1,0,0.0,-1.1,0,8,0,6,0
COc1cc2c(cc1OC)C(C)N(C(=O)Cn1ncc3c1-c1ccccc1OC3)CC2 (stereo not drawn),-7,2,0.2,-5.7,1,-3,0,1,-3
CCCCC[n+]1ccn(C2=C([O-])c3ccccc3C(=O)/C2=N\S(=O)(=O)c2ccc(Br)cc2)c1,1,-1,0.2,-2.8,2,6,2,5,-1
C[C@@H](C(=O)OCC(=O)Nc1cc(S(=O)(=O)N2CCOCC2)ccc1Cl)N1C(=O)C2CCCCC2C1=O (stereo partly drawn),-1,4,0.5,-0.9,0,-2,-7,-3,-1
COc1ccccc1C(=O)NCCC(=O)NNC(=O)C1COc2ccccc2O1 (stereo not drawn),-4,5,-0.2,4.2,4,2,0,-3,-3
OCc1ccc(O)c2ncccc12,10,16,0.0,-0.3,1,1,3,8,-2
CCN(CC)CCNC(=O)c1ccc(Sc2ccc(C)cc2)c(NC(C)=O)c1,23,4,-0.1,1.4,0,4,1,9,1
O=C(NNC(=S)NC(=O)c1sc2ccccc2c1Cl)c1ccc(Cl)cc1,10,-7,-0.5,-0.4,1,13,10,28,1
C=CCN1CN(CCc2ccccc2)CNC1=S,-6,-3,0.7,nt,1,3,2,10,1
COCCCNC(=O)CC(NS(=O)(=O)c1ccc(F)cc1)c1ccc(OC)cc1 (stereo not drawn),-3,6,0.0,-0.4,16,4,2,-2,4
CC(NC(=O)c1ccco1)c1nc(-c2ccc(C(C)(C)C)cc2)no1 (stereo not drawn),4,-1,0.1,-1.2,1,5,-3,3,-1
O=C(Nc1ccc(OC(F)(F)F)cc1)C1CCCN(S(=O)(=O)c2cnc[nH]2)C1 (stereo not drawn),17,0,0.0,-6.5,0,-3,2,-3,1
COc1cccc(CC(=O)Nc2nc(-c3ccc(OC)c(OC)c3)cs2)c1,-15,4,-0.1,0.9,3,3,0,8,-6
Cc1csc(SC(C)c2nc3scc(-c4ccccc4)c3c(=O)[nH]2)n1 (stereo not drawn),-9,-5,0.2,3.3,0,-3,-7,-3,4
CN(CCc1cnn(C)c1)Cc1cn(C)nc1-c1ccc2c(c1)OCCO2,1,9,0.2,0.7,0,-2,0,4,7
CCCn1nc(C(=O)OCC(=O)c2c(N)n(C)c(=O)n(C)c2=O)c2ccccc2c1=O,-7,4,0.0,-4.1,0,5,-4,-1,-3
Cc1csc(SCC(=O)NC(C)C2CC3CCC2C3)n1 (stereo not drawn),7,-6,0.0,2.2,0,-1,0,-2,3
Cc1sc2ncnc(SCC(=O)c3ccc(O)cc3O)c2c1C,-5,5,-0.1,-1.0,0,11,-9,8,-4
CCN1CCN(C(=O)c2ccc(CN(c3ccc(C)c(C)c3)S(C)(=O)=O)cc2)CC1,1,4,0.2,1.2,0,3,-1,2,1
C[C@H]1CC[C@@]2(O[C@H](CCO)C[C@@H](O)[C@@H]2O)O1,0,-3,0.1,-0.1,0,-3,-1,-5,0
Clc1ccccc1-c1nn2c(-c3ccncc3)nnc2s1,25,4,0.0,0.3,5,-6,0,-7,-1
Cc1ccc(Cn2c(=N)c(C(=O)NCc3ccco3)cc3c(=O)n4ccccc4nc32)cc1,8,-1,0.1,-2.0,0,15,-2,22,3
Cc1ccc(S(=O)(=O)Nc2ccccc2/C=N/c2nc3ccccc3n2C(C)C)cc1,19,5,-0.3,nt,0,3,1,13,-4
O=C(NCCc1ccccc1)c1cc([N+](=O)[O-])ccc1N1CCOCC1,-3,-3,0.0,nt,1,nt,nt,nt,nt
COC(C/C=C/[C@@H](O)COCc1ccccc1)OC,20,-10,0.1,2.1,0,-3,5,-7,0
COc1ccc(S(=O)(=O)NC(C)C(=O)NCc2cccnc2)cc1OC (stereo not drawn),-12,1,0.0,-3.4,0,-1,4,3,-9
COc1ccc(S(=O)(=O)N2CCN(c3ncccn3)CC2)cc1OC,0,2,0.2,3.0,0,-1,-6,-6,0
N#Cc1ccc(NC(=S)Nc2ccccc2)cc1,-6,-4,0.1,4.5,0,1,-4,6,-5
CCCCCc1ccc(S(=O)(=O)NCCc2ccncc2)cc1,25,0,0.3,-0.2,0,1,3,2,6
O=C(Nc1ccnn1C1CCN(C(=O)c2cccc(C(F)(F)F)c2)CC1)C1CC1,4,nt,0.0,-0.7,1,nt,nt,nt,nt
COc1ccccc1-c1cc(C(F)(F)F)n2ncc(S(=O)(=O)c3ccccc3)c2n1,1,2,0.0,2.6,0,0,-4,-6,-3
COc1ccc(-c2cn(-c3ccc(SC(F)F)cc3)c3[n+]2CCC3)cc1OC,-1,-2,-0.2,1.2,0,1,0,6,-1
Cc1ccccc1CS(=O)(=O)CCC(=O)NCc1ccccn1,8,-7,0.1,1.2,1,5,-1,10,3
Cc1ccccc1NC(=O)CSc1nc(O)cc(=O)n1C,-3,-7,-0.1,-0.7,0,0,-2,0,-2
O=C(C1CCCO1)N1CCN(C(=S)Nc2cccc(F)c2)CC1 (stereo not drawn),-8,-2,0.3,1.0,0,-1,-5,8,5
O=C(NC1CCCC1)[C@@H]1CSC2c3ccccc3C(=O)N21 (stereo partly drawn),24,7,0.1,1.4,1,1,-2,1,-3
CCCCn1c(SCC(=O)NCc2ccccc2)nc2ccc(N3CCOCC3)cc2c1=O,-1,4,0.1,-2.4,1,9,4,18,6
CCC(C)NC(=O)Nc1ccc(Br)cc1Cl (stereo not drawn),18,-5,-0.1,-3.6,1,3,0,13,-4
CCN(CC)S(=O)(=O)c1ccc(/C=C/C(=O)Nc2ccccc2N2CCOCC2)cc1,-5,-2,0.0,-0.7,1,1,-5,-2,8
COCC1CCCN(Cc2nc(Cc3ccccc3)no2)C1 (stereo not drawn),21,4,0.1,-0.1,0,2,-4,7,-2
NS(=O)(=O)c1ccc(CCNC(=O)Cc2ccc(S(=O)(=O)N3CCCC3)s2)cc1,17,-9,0.0,3.5,3,9,1,11,5
N#Cc1c(-c2ccc(Cl)cc2)cc(-c2cccs2)nc1SCC(=O)O,0,3,0.2,1.9,3,50*,-14,73*,13
Cc1c(OCc2ccccc2)c(=O)ccn1Cc1ccc(Cl)cc1,8,3,-0.2,0.1,0,1,-3,3,-1
O=C(NCCO)C1CCN(C(=O)c2ccc(-c3ccccc3)cc2)CC1,13,-1,-0.2,1.2,5,2,10,5,-1
O=C(OCCn1cncn1)c1cc2ccccc2oc1=O,6,1,-0.1,2.2,0,5,-3,3,-6
COC(=O)COc1ccc(S(=O)(=O)Nc2ccc3c(c2)OCO3)cc1Cl,6,-11,-0.2,4.5,3,6,-4,13,-9
C/C(Cl)=C/CSc1nn2c(=O)c3ccccc3nc2s1,0,-9,0.7,-1.8,3,6,4,-3,0
Cc1ccccc1NC(=O)NCC1CCCO1 (stereo not drawn),7,0,0.0,1.9,1,5,1,4,-2
NC(=O)CC(NC(=O)c1ccccc1)c1ccc(NCCOc2ccccc2)c([N+](=O)[O-])c1 (stereo not drawn),0,-3,0.0,1.5,1,8,-3,9,0

# Gathered by group, the entries above with an aryl thioether with sulfur outside any ring (9)
SMILES,VLA-4 inh,GLD-1 TGE inh,Efflux pump mplx,MEX-5 binding,GRK2 inh,BCLXL inh,Fam108B counter,MCL1-BIM inh,PME-1 inh
CCN(CC)CCNC(=O)c1ccc(Sc2ccc(C)cc2)c(NC(C)=O)c1,23,4,-0.1,1.4,0,4,1,9,1
Cc1csc(SC(C)c2nc3scc(-c4ccccc4)c3c(=O)[nH]2)n1 (stereo not drawn),-9,-5,0.2,3.3,0,-3,-7,-3,4
Cc1csc(SCC(=O)NC(C)C2CC3CCC2C3)n1 (stereo not drawn),7,-6,0.0,2.2,0,-1,0,-2,3
Cc1sc2ncnc(SCC(=O)c3ccc(O)cc3O)c2c1C,-5,5,-0.1,-1.0,0,11,-9,8,-4
COc1ccc(-c2cn(-c3ccc(SC(F)F)cc3)c3[n+]2CCC3)cc1OC,-1,-2,-0.2,1.2,0,1,0,6,-1
Cc1ccccc1NC(=O)CSc1nc(O)cc(=O)n1C,-3,-7,-0.1,-0.7,0,0,-2,0,-2
CCCCn1c(SCC(=O)NCc2ccccc2)nc2ccc(N3CCOCC3)cc2c1=O,-1,4,0.1,-2.4,1,9,4,18,6
N#Cc1c(-c2ccc(Cl)cc2)cc(-c2cccs2)nc1SCC(=O)O,0,3,0.2,1.9,3,50*,-14,73*,13
C/C(Cl)=C/CSc1nn2c(=O)c3ccccc3nc2s1,0,-9,0.7,-1.8,3,6,4,-3,0
